Source: PubChem BioAssay
Sm TGR block = inhibitors of Schistosoma mansoni thioredoxin glutathione reductase; Q962Y6; purified TGR, DTNB reduction, TNB absorbance 405 nm; Potency, µM (titrated, usually from 114 µM), without a hit: at the highest dose activity change, negative = inhibition, usual class: inhibitors; 360,000 compounds, 3% hits; AID 485364; note: potency is the fitted concentration of half-maximal effect; nearly all actives have a fitted effect of over 60% in size
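First, TGR (20 nM dispensed) and NADPH were mixed with compound. Second, a 15 min room-temperature incubation followed. Third, further NADPH and then DTNB were added to start the reaction. Finally, TNB absorbance was monitored kinetically.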
FBPA Giardia inh = blocks Giardia fructose-bisphosphate aldolase activity; AID 2451; A8B2U2; 290,000 compounds, 0.71% hits; Potency, µM (doses to about 59.6 µM), inactives show top-dose activity, negative = inhibition, actives largely listed as inhibitors; purified Giardia FBPA; note: potency is the fitted concentration of half-maximal effect; nearly all actives have a fitted effect of over 55% in size
Target sequence (A8B2U2 whole entry, looked up): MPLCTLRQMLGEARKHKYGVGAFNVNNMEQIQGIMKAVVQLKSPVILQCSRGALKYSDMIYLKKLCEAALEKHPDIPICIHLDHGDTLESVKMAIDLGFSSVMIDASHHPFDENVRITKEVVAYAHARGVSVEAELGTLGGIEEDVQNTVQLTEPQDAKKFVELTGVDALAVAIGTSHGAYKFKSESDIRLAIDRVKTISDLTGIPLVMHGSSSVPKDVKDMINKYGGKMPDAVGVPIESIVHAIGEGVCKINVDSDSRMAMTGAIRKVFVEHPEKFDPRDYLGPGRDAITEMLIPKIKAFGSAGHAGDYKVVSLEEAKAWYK
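Giardia FBPA (40 nM reagent) was preincubated 10 min at RT with compound (up to 57.5 uM final), then substrate plus GAPDH/TPI/NAD/arsenate coupling system with diaphorase/resazurin was added; resorufin fluorescence (525/598 nm) was read after 20 min.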
AmpC inh detg = inhibitors of E. coli AmpC beta-lactamase with detergent. P00811. AmpC hydrolysis of nitrocefin, absorbance 480 nm, 0.01% Triton. Potency, µM (top dose mostly 114 µM), for the others: at the top dose activity change, negative = inhibition, most hits filed as inhibitors. 370,000 compounds, 0.041% hits;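 note: potency is the fitted concentration of half-maximal effect; 0% = no-compound wells and -100% = no-enzyme wells; nearly all actives have a fitted effect of over 25% in size; some results filed as inactive show a strong effect at the top dose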
Target sequence (P00811 whole entry, looked up): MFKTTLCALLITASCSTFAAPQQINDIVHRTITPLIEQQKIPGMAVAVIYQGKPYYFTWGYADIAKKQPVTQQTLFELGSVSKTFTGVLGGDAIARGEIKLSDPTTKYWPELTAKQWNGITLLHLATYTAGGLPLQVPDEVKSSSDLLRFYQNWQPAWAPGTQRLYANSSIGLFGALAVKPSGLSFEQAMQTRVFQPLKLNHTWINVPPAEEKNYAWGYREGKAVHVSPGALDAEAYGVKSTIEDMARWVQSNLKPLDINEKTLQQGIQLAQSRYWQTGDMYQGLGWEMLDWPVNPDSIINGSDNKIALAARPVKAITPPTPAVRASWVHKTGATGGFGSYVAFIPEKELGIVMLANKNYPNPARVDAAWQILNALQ
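AmpC (5.3 nM in the dispensed reagent) in 20 mM phosphate pH 7.0 with 0.01% (detergent screen) or 0.0001% Triton X-100 was preincubated with compounds for 15 min at room temperature. Nitrocefin was then added from an 800 uM solution, and hydrolysis was followed at 480 nm.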
AmpC inh no detg = inhibitors of E. coli AmpC beta-lactamase without detergent; P00811; AmpC nitrocefin hydrolysis, absorbance 480 nm, 0.0001% Triton; Potency, µM (top dose mostly 57.1 µM), inactives show at the top dose activity change, negative = inhibition, usual class: inhibitors; 330,000 compounds, 0.52% hits;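 note: potency is the fitted concentration of half-maximal effect; plate controls were no compound for no effect and no enzyme for full effect; nearly all actives have a fitted effect of over 20% in size; some results filed as inactive show a strong effect at the top dose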
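AmpC (5.3 nM in the dispensed reagent) in 20 mM phosphate pH 7.0 with 0.01% (detergent screen) or 0.0001% Triton X-100 was preincubated with compounds for 15 min at room temperature. Nitrocefin was then added from an 800 uM solution, and hydrolysis was followed at 480 nm.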
HCMV inh = human cytomegalovirus inhibition; activity change, negative = inhibition, % at 57.5 µM; 410,000 compounds, 4.5% hits; HFF cells, HCMV-luciferase reporter, 72 h; stronger effect = lower value; in the data active = activity change below about -60%; inconclusive = no clear call, values can overlap the other calls; inactive = above about -39%
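After 16 h attachment at 37C, HFF cells received test compound and HCMV-luciferase (1 PFU/cell); reporter luminescence read 72 h later, data normalized against buffer-only and known inhibitor Salinomycin.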
HCV inh = HCV inhibition. Huh7.5.1 HCVcc-Cre infection, luciferase reporter, 44 h. AID 651820. 340,000 compounds, 3.4% hits. Potency, µM (highest dose often 41.8 µM), inactives show at the highest dose activity change, negative = inhibition, most hits filed as inhibitors; note: potency is the fitted concentration of half-maximal effect
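Infectious HCV cell culture screen: compound-treated cells (1,000/well, pre-plated 4 h) are infected with HCVcc-Cre at roughly 0.5 moi and grown 44 h. Infection is quantified by luciferase signal after 15 min substrate incubation at room temperature.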
* marks the source's active call; other numbers are inactive results; u = inconclusive; x = no result given; [ ] = dose if it differs, or a comment. Unless noted, calls come from the whole dose curve; as a rule, active = well fitted curve in the direction sought with a large enough effect; inconclusive = small, poorly fitted or top-dose-only effect, or another doubt; inactive = no such curve, though single readings can be large; an effect the other way counts as inactive or inconclusive. Unless noted, % is set by controls: 0 for no effect and ±100 for the full control effect.

The first 3 records as a preview:
Letter code – A = Sm TGR block; B = FBPA Giardia inh; C = AmpC inh detg; D = AmpC inh no detg; E = HCMV inh; F = HCV inh
SMILES: Cc1cc(C)nc(SCCCNCc2c(F)cccc2Cl)n1
  A = u | B = u | C = 1% | D = -11% | E = -5 | F = 6%
SMILES: NC(=O)Cn1c(=O)n(CCCCCC(=O)NCc2ccccc2Cl)c(=O)c2sccc21
  A = 1% | B = x | C = 27% | D = x | E = -23 | F = x
SMILES: CN(C)Cc1nnnn1-c1ccccc1
  A = 16% | B = 0% | C = 3% | D = -7% | E = -33 | F = -1%

This part in full, previewed entries included:
Letter code – A = Sm TGR block; B = FBPA Giardia inh; C = AmpC inh detg; D = AmpC inh no detg; E = HCMV inh; F = HCV inh
SMILES: Cc1cc(C)nc(SCCCNCc2c(F)cccc2Cl)n1
  A = u | B = u | C = 1% | D = -11% | E = -5 | F = 6%
SMILES: NC(=O)Cn1c(=O)n(CCCCCC(=O)NCc2ccccc2Cl)c(=O)c2sccc21
  A = 1% | B = x | C = 27% | D = x | E = -23 | F = x
SMILES: CN(C)Cc1nnnn1-c1ccccc1
  A = 16% | B = 0% | C = 3% | D = -7% | E = -33 | F = -1%
SMILES: COC(=O)c1ccccc1NC(=O)C1CC=CCC1C(=O)O (centres undefined)
  A = 2% | B = 11% | C = u | D = -22% | E = -60* | F = 15%
SMILES: O=C(NNc1cccc(Cl)c1)c1cccnc1Oc1ccccc1
  A = 1% | B = -1% | C = 7% | D = -3% | E = 11 | F = -9%
SMILES: CCc1cc(=O)oc2c3c(cc(OCC(=O)NCc4ccccn4)c12)OC(C)(C)CC3
  A = 10% | B = -8% | C = u | D = 167%[activator] | E = -11 | F = u
SMILES: O=C(CN1C(=O)c2ccccc2S1(=O)=O)Nc1ncccn1
  A = 6% | B = x | C = u | D = -10% | E = -18 | F = 21%
SMILES: CN1CCN(C(=O)C2CCC(CNS(=O)(=O)c3cccc4cccnc34)CC2)CC1 (centres undefined)
  A = -1% | B = 1% | C = u | D = -6% | E = 20 | F = -5%
SMILES: O=c1[nH]nc(Cc2ccc(Cl)cc2Cl)c2ccccc12
  A = -5% | B = 2% | C = 0% | D = -13% | E = u | F = 21%
SMILES: CN(C)CCCNC(=S)NCCNc1nc2cc3c(cc2cc1C#N)OCO3
  A = 6% | B = 1% | C = 0% | D = -4% | E = -16 | F = u
SMILES: Cc1cccc(N2CCN(C(=O)C3CCC(CNS(=O)(=O)c4ccc(Br)s4)CC3)CC2)c1C (centres undefined)
  A = 0% | B = x | C = 17% | D = x | E = -16 | F = x
SMILES: O=C(Nc1ccccn1)c1ccc(NC(=O)c2ccco2)cc1
  A = 14% | B = -3% | C = u | D = -18% | E = 34 | F = 12%
SMILES: COc1ccccc1OCC(=O)N(Cc1cccs1)C1CCS(=O)(=O)C1 (centres undefined)
  A = 1% | B = x | C = u | D = x | E = 5 | F = x
SMILES: CCCCn1c(O)c(C(CC)=NCCCn2ccnc2)c(=O)[nH]c1=O
  A = 3% | B = -1% | C = -13% | D = -1% | E = -12 | F = 0%
SMILES: Nc1ccc(S(=O)(=O)NNC(=O)C(=O)NNc2ccccn2)cc1
  A = u | B = u | C = -1% | D = -4% | E = 4 | F = -3%
SMILES: CCOc1ccc(CCNC(=O)Cn2nc(CC)n3c(cc4sc(CC)cc43)c2=O)cc1OCC
  A = 1% | B = x | C = 4% | D = x | E = -8 | F = x
SMILES: CC(OC(=O)CNC(=O)c1sc2ccccc2c1Cl)C(=O)NC1(C#N)CCCCC1 (centres undefined)
  A = -17% | B = x | C = u | D = 37% | E = 36 | F = 15%
SMILES: O=C(CNC(=O)Cc1ccc(Cl)cc1)NCC(=O)N1CCCCC1
  A = 5% | B = x | C = 0% | D = -4% | E = 25 | F = 10%
SMILES: O=[N+]([O-])c1ccc(N2CCN(c3ccc(O)cc3)CC2)cn1
  A = -26% | B = -15% | C = -5% | D = -24% | E = -22 | F = u
SMILES: Nc1ccc(S(=O)(=O)N2CCCc3ccccc32)cc1
  A = -17% | B = -14% | C = u | D = -38% | E = u | F = -12%
SMILES: O=C(OCC(=O)N1CCCc2ccccc21)c1ccc(S(=O)(=O)C(F)F)cc1
  A = -33% | B = x | C = -13% | D = -4% | E = -24 | F = -7%
SMILES: COc1ccc(NC(=O)CN2C(=O)COc3ccc(S(=O)(=O)Nc4ccccc4)cc32)cc1
  A = 4% | B = x | C = 13% | D = x | E = 10 | F = x
SMILES: COc1ccc(CCC(=O)N2CC(C)OC(C)C2)cc1 (centres undefined)
  A = 1% | B = 2% | C = -3% | D = -14% | E = 18 | F = -2%
SMILES: O=S(=O)(Nc1ccccc1)c1ccc(S(=O)(=O)N2CCCC2)cc1
  A = -22% | B = x | C = -1% | D = -38% | E = -3 | F = -23%
SMILES: Cc1c(Cl)cccc1NC(=S)N1CCC(N(C)CC2CCCO2)CC1 (centres undefined)
  A = -20% | B = 2% | C = -15% | D = -35% | E = -20 | F = -9%

Structural class: the compounds so far with fluorine.
Letter code – A = Sm TGR block; B = FBPA Giardia inh; C = AmpC inh detg; D = AmpC inh no detg; E = HCMV inh; F = HCV inh
SMILES: Cc1cc(C)nc(SCCCNCc2c(F)cccc2Cl)n1
  A = u | B = u | C = 1% | D = -11% | E = -5 | F = 6%
SMILES: O=C(OCC(=O)N1CCCc2ccccc21)c1ccc(S(=O)(=O)C(F)F)cc1
  A = -33% | B = x | C = -13% | D = -4% | E = -24 | F = -7%

Other results follow.
Letter code – A = Sm TGR block; B = FBPA Giardia inh; C = AmpC inh detg; D = AmpC inh no detg; E = HCMV inh; F = HCV inh
SMILES: CC(C)(C)c1nc(SCC(=O)c2ccccc2)c2ccccc2n1
  A = 8% | B = -2% | C = 13% | D = -26% | E = 2 | F = -12%
SMILES: CC(C)CNc1cc(NC2CCCCC2)c2c3c(onc13)-c1ccccc1C2=O
  A = 1% | B = x | C = 14% | D = x | E = u | F = x
SMILES: CC1(C)Cc2c(C#N)c(OCC(=O)c3ccccc3)nc(-c3ccoc3)c2CO1
  A = -2% | B = 1% | C = -15% | D = -5% | E = 26 | F = -21%
SMILES: CC(C)(C)CC(=O)N1CCN(Cc2ccc3c(c2)OCO3)CC1
  A = -1% | B = 4% | C = 1% | D = 0% | E = 50 | F = -9%
SMILES: COc1ccccc1NC(=O)CSc1nc(O)cc(=O)n1-c1ccccc1OC
  A = -13% | B = 1% | C = -10% | D = -9% | E = -11 | F = 15%
SMILES: CCOc1ccc(N(CC(=O)NCc2ccco2)S(C)(=O)=O)cc1
  A = 50µM* | B = 8% | C = 0% | D = -5% | E = 46 | F = 21%
SMILES: O=C(NCC1CCCO1)Nc1ccc(Cl)cc1 (centres undefined)
  A = -17% | B = 2% | C = -3% | D = x | E = 50 | F = 10%
SMILES: COc1ccc(-c2nnn(CC(=O)NCc3ccc4c(c3)OCO4)n2)cc1OC
  A = 9% | B = 2% | C = -2% | D = -19% | E = 3 | F = -12%
SMILES: Cc1ccc(CNC(=O)Cc2cn(C)c3ccccc23)cc1
  A = -8% | B = 0% | C = -5% | D = 8% | E = -30 | F = -3%
SMILES: O=c1sc2ccccc2c(=O)n1Cc1ccccc1F
  A = 3% | B = 1% | C = -11% | D = -38% | E = u | F = -13%
SMILES: O=C(Nc1ccncc1)c1ccc2c(c1)C(=O)N(CC1CCCO1)C2=O (centres undefined)
  A = -3% | B = 5% | C = 0% | D = -18% | E = -18 | F = 25%
SMILES: Cc1ccc2c(=O)cc(C(=O)Nc3c(C)n(C)n(-c4ccccc4)c3=O)oc2c1
  A = -10% | B = x | C = 7% | D = x | E = -11 | F = x
SMILES: CCCC(=O)NCCc1cc2ccc(C)c(C)c2[nH]c1=O
  A = 17% | B = 11% | C = u | D = 0% | E = 71 | F = 2%
SMILES: O=C(OC(C(=O)NCc1ccc2c(c1)OCO2)c1ccccc1F)c1ccco1 (centres undefined)
  A = -14% | B = -14% | C = u | D = -22% | E = 35 | F = 4%
SMILES: CCOC(=O)c1sc(NC(=O)CN(CC)CC)c(C(=O)OCC)c1C
  A = -2% | B = 9% | C = 1% | D = -8% | E = u | F = u
SMILES: O=C(O)CCN(Cc1ccccc1)S(=O)(=O)c1ccc(Cl)cc1F
  A = -3% | B = 21% | C = 3% | D = -23% | E = 72 | F = 9%
SMILES: COc1ccccc1CNC(=O)C(C)n1ccc2cc(S(=O)(=O)N3CCCC3)ccc21 (centres undefined)
  A = 11% | B = x | C = -6% | D = x | E = -23 | F = x
SMILES: CSc1ccccc1C(=O)C1CCCN(Cc2ccccn2)C1 (centres undefined)
  A = -19% | B = -6% | C = -3% | D = -4% | E = u | F = 11%
SMILES: Cn1c(C(C#N)/C(=N\S(=O)(=O)c2cccs2)c2ccccc2)nc2ccccc21 (centres undefined)
  A = 6% | B = 6% | C = u | D = -27% | E = u | F = -7%
SMILES: CCC(NC(=O)CN1CCN(C(=O)c2cccs2)CC1)c1ccc(C)cc1 (centres undefined)
  A = -32% | B = x | C = 2% | D = 45% | E = -5 | F = -25%
SMILES: COc1ccccc1CNC(=O)c1cc2ccccc2oc1=O
  A = 6% | B = x | C = 9% | D = 14% | E = 3 | F = -17%
SMILES: CCOC(=O)c1ccc(N2C(=O)c3n[nH]c(-c4cccs4)c3C2c2ccc(C(C)(C)C)cc2)cc1 (centres undefined)
  A = 1% | B = x | C = -4% | D = x | E = 26 | F = x
SMILES: Cc1nnc2n(c1=O)C(CS(=O)(=O)c1ccc3ccccc3c1)CS2 (centres undefined)
  A = u | B = 1% | C = 7% | D = -16% | E = -17 | F = -10%
SMILES: CSCCC1NC(=O)N(CC(=O)Nc2ccc(Cl)c(S(=O)(=O)N3CCOCC3)c2)C1=O (centres undefined)
  A = x | B = x | C = x | D = -33% | E = -21 | F = -6%
SMILES: CCCCCCCC[n+]1cccc(C(=O)N2c3c(nc(N)[nH]c3=O)NC(C)C2C)c1 (centres undefined)
  A = 0% | B = 10% | C = -11% | D = -13% | E = u | F = 1%
SMILES: O=C(CN1CCN(S(=O)(=O)c2ccc(F)cc2)CC1)Nc1ccc2c(c1)OCO2
  A = -27% | B = -5% | C = -7% | D = -4% | E = -21 | F = -4%
SMILES: COc1ccc(Cl)cc1NC(=O)c1nnn(CC(=O)Nc2ccc(C)c(C)c2)c1N
  A = -5% | B = 2% | C = u | D = u | E = -36 | F = 7%
SMILES: O=C(NNC(=O)C1CCCO1)c1ccc(Cl)cc1 (centres undefined)
  A = 0% | B = -9% | C = 1% | D = -4% | E = 30 | F = 8%
SMILES: O=C(O)C1=C(C(=O)N2CCN(C(=O)c3ccco3)CC2)CCCC1
  A = u | B = -5% | C = -17% | D = -7% | E = 32 | F = 15%
SMILES: CCN(CC)c1ccc(/C=N/Nc2nn[nH]n2)cc1
  A = -33% | B = u | C = 1% | D = -16% | E = 3 | F = 6%
SMILES: CCOc1ccc(NC(=O)c2cccc(-n3cnnn3)c2)cc1
  A = -3% | B = 5% | C = -16% | D = -1% | E = 0 | F = -8%
SMILES: CCOCCc1nn2c(=O)cc(COC(=O)C3CCCCC3)nc2s1
  A = -7% | B = x | C = -4% | D = x | E = -3 | F = x
SMILES: CCc1ccc(CNC(=O)c2ccc(NC(=O)N3CCCCc4ccccc43)cc2)cc1
  A = 4% | B = x | C = 0% | D = x | E = 0 | F = x
